Source: PubChem BioAssay (National Center for Advancing Translational Sciences (NCATS))
VP16 counter = VP16 counterscreen qHTS for inhibitors of ROR gamma transcriptional activity; Drosophila S2 Gal4-VP16 UAS-luciferase, luminescence, 20 h; Potency, µM (highest dose often 53.6 µM), for inactives: at the highest dose activity, negative = inhibition, most hits filed as inhibitors; 310,000 compounds, 3.5% hits; AID 2546, 2010;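 note: Gal4-VP16 expression switched on by copper sulfate through the metallothionein promoter; potency is the fitted concentration of half-maximal effect; % is set by controls: 0 for no effect and ±100 for the full control effect; nearly all actives have a fitted effect of over 50% in size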
Giardia killer = Small Molecules that selectively kill Giardia lamblia: qHTS; Giardia lamblia trophozoite viability; activity change, % at 7.66 µM, hits read low; 340,000 compounds, 0.15% hits; in the data active = activity change below about -80%; inconclusive = between about -30% and that limit;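 note: parasites exposed to compound for two days anaerobically before the ATP read; % is set by controls: 0 for no effect and ±100 for the full control effect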
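Giardia trophozoites, 100 cells per well, were exposed to compounds for 48 hrs at 37 deg C under anaerobic conditions; viability was then read as ATP content by bioluminescence after 15-30 min at room temperature.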
Rab9 prom act = qHTS Assay for Rab9 Promoter Activators; Potency, µM (titrated, usually from 9.22 µM), for the others: at the top dose activation, negative = inhibition, most hits filed as activators; Huh7 Rab9 promoter-luciferase reporter, luminescence, 24 h; 320,000 compounds, 2.8% hits; note: potency is the fitted concentration of half-maximal effect; % of control where 0% means no effect; nearly all actives have a fitted effect of over 60% in size
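Luminescence read-out: Huh7 cells stably expressing Rab9-luciferase, treated 24 h with compound at 37 °C, then lysed with luciferase reagent for 10 min at ambient before reading.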
FLuc modulator = qHTS profiling assay for firefly luciferase inhibitor/activator using purifed enzyme and Km concentrations of substrates (counterscreen for miR-21 project); purified FLuc, Km substrates, luminescence inhibition; Potency, µM (doses to about 57.5 µM), for the others: at the highest dose activity change, negative = inhibition, most hits filed as inhibitors; 360,000 compounds, 6.9% hits;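 note: potency is the fitted concentration of half-maximal effect; plate controls were vehicle for no effect and reference inhibitor for full effect; nearly all actives have a fitted effect of over 55% in size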
Target sequence (P08659 whole entry, looked up): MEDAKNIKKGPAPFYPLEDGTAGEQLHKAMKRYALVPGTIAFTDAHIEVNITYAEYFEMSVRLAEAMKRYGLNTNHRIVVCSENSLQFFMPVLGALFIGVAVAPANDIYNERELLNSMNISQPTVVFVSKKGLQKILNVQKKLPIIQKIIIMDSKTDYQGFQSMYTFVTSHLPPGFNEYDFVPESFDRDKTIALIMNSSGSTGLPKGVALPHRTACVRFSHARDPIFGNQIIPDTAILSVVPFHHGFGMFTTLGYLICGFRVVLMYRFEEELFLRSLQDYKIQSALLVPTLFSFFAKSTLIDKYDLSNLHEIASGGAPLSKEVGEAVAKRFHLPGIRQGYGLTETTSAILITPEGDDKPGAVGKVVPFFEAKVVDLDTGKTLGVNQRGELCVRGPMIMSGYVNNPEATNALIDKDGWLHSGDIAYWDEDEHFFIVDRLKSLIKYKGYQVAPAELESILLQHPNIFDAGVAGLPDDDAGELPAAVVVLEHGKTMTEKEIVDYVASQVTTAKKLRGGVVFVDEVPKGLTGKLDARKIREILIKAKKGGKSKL
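Purified P. pyralis luciferase (10nM final) with 10uM D-luciferin and 10uM ATP (Km levels) in 50mM Tris acetate pH 7.5, 10mM Mg acetate, 0.01% Tween-20, 0.05% BSA; qHTS 6-point titration, ~60 µM downward; luminescence read.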
ELG1 genotoxic = qHTS screen for small molecules that induce genotoxicity in human embryonic kidney (HEK293T) cells expressing luciferase-tagged ELG1 | HEK293T ELG1-luciferase reporter, luminescence, 16 h | Potency, µM (series often up to 46 µM), for inactives: at the highest dose activity change, positive = activation, hits mostly activators | 330,000 compounds, 1.3% hits; note: potency is the fitted concentration of half-maximal effect; % of control where 0% means no effect; nearly all actives have a fitted effect of over 60% in size
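Quantitative HTS format in 1536-well plates. HEK293T ELG1-luciferase reporter cells receive test compound and are incubated 16 hr at 37 °C, 5% CO2; ONE-Glo added, 30 min room temperature, then luminescence read.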
RORg inh = qHTS for inhibitors of ROR gamma transcriptional activity; Nuclear receptor ROR-gamma (Mus musculus), P51450; Drosophila S2 Gal4-RORgamma UAS-luciferase reporter, 20 h; Potency, µM (highest dose often 53.6 µM), inactives show at the top dose activity change, negative = inhibition, hits mostly inhibitors; 310,000 compounds, 5.4% hits; AID 2551, 2010; note: potency is the fitted concentration of half-maximal effect; % is set by controls: 0 for no effect and ±100 for the full control effect; nearly all actives have a fitted effect of over 60% in size
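Luminescence from a UAS-regulated Photinus luciferase reporter in stably transfected Drosophila Schneider cells is measured; decreased signal marks ROR gamma inhibition. Fusion expression is induced by 700 uM copper sulfate for 20 hr.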
uPA generation = qHTS for Inhibitors of Cell Surface uPA Generation. AID 540303, 2011. cell surface uPA generation assay, qHTS. Potency, µM (top dose mostly 38.3 µM), inactives show at the top dose activity change, negative = inhibition, hits mostly inhibitors. 330,000 compounds, 0.31% hits; active = well fitted inhibition curve with a large enough effect; inconclusive = small, poorly fitted or top-dose-only effect; inactive = no such curve, though single readings can be large or run the other way; tested in mouse RAW 264.7 cells; note: potency is the fitted concentration of half-maximal effect; % is set by controls: 0 for no effect and ±100 for the full control effect; nearly all actives have a fitted effect of over 55% in size
NPC1 promoter act = qHTS Assay for NPC1 Promoter Activators | Huh7 NPC1 promoter luciferase reporter, 24 h | Potency, µM (series often up to 9.22 µM), inactives show at the top dose activation, actives largely listed as activators | 320,000 compounds, 2.4% hits | AID 485313, 2010;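 note: potency is the fitted concentration of half-maximal effect; % of control where 0% means no effect; nearly all actives have a fitted effect of over 60% in size; reporter is driven by a mutant NPC1 promoter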
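Stably transfected Huh7 (NPC1 promoter→luciferase), 1500 cells/well in Opti-MEM + 10% FBS, 2 h settle, then compound 24 h at 37 °C. Luminescence after 10 min with Amplite reagent.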
KCNH2 3.1 block = qHTS for Inhibitors of KCHN2 3.1: Mutant qHTS; Potassium voltage-gated channel subfamily H member 2, brain isoform KCNH2 3.1 (human); U2OS KCNH2 3.1, thallium flux FluxOr; stronger effect = lower value; activity change, % (tested at about 1.8 µM); 340,000 compounds, 0.95% hits; AID 720553, 2013;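 active = maximum activity change below -70%; inconclusive = maximum activity change from -70% to -50%; inactive = maximum activity change above -50%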;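 note: thallium influx rate constant from kinetic fluorescence after stimulation buffer; % is set by controls: 0 for no effect and ±100 for the full control effect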
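Thallium flux via FluxOr fluorescence (Red40 quencher, 45 min loading) in U2OS cells virally expressing the KCNH2 3.1 isoform (1.77 x 10^8 /mL virus, overnight at 37 C). Rate constants from 2-min kinetic reads post-stimulation, normalised to positive and negative controls.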
Tb PFK inh = qHTS Assay to Find Inhibitors of T. brucei phosphofructokinase; ATP-dependent 6-phosphofructokinase (Trypanosoma brucei brucei), O15648; T. brucei PFK, ADP-Glo luminescence; Potency, µM (titrated, usually from 57.5 µM), inactives show at the highest dose activity, negative = inhibition, most hits filed as inhibitors; 330,000 compounds, 0.17% hits; AID 485367, 2010;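 note: potency is the fitted concentration of half-maximal effect; 0% = uninhibited 1x PFK enzyme wells and -100% = no-enzyme wells; nearly all actives have a fitted effect of over 60% in size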
Target sequence (O15648 whole entry, looked up): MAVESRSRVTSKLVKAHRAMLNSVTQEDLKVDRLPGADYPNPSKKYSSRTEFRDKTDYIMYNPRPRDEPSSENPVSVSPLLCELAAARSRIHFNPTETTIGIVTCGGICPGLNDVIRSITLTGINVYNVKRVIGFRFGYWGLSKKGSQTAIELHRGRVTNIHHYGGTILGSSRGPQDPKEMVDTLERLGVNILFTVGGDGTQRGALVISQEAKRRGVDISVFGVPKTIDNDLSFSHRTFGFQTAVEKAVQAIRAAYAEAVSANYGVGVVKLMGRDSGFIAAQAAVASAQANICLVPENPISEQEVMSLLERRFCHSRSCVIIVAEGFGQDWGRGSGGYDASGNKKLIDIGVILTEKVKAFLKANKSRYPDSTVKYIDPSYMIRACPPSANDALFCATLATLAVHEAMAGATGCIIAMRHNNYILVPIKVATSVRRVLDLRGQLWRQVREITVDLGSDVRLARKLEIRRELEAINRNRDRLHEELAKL
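1.25 nM PFK with 0.5 mM F6P and 0.1 mM ATP in 0.1 M TEA pH 8.0, 5 mM MgCl2, incubated 45 min at room temperature; ADP measured by ADP-Glo luminescence; compounds titrated up to 57 uM.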
Coupling enz = qHTS Assay for Inhibitors of Fructose-1,6-bisphosphate Aldolase from Giardia Lamblia: Coupling assay counterscreen. AID 2472, 2010. coupling enzyme system counterscreen, AmpLite Red fluorescence. activity change, negative = inhibition, % at 58.2 µM, hits read low. 290,000 compounds, 0.67% hits; in the data active = activity change below about -30%; note: % is set by controls: 0 for no effect and ±100 for the full control effect
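Final compound at 57.5 uM, incubated 10 min at RT with coupling enzyme reagent (glyceraldehyde-3-phosphate), then 20 min with substrate and AmpLite Red detection. Fluorescence read at 525/598 nm; tests interference with the coupling assay, not aldolase inhibition.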
An asterisk follows results filed as active; ? = inconclusive; nt = not tested or not shown. Unless noted, calls come from the whole dose curve; as a rule, active = well fitted curve in the direction sought with a large enough effect; inconclusive = small, poorly fitted or top-dose-only effect, or another doubt; inactive = no such curve, though single readings can be large; an effect the other way counts as inactive or inconclusive.

SMILES | VP16 counter | Giardia killer | Rab9 prom act | FLuc modulator | ELG1 genotoxic | RORg inh | uPA generation | NPC1 promoter act | KCNH2 3.1 block | Tb PFK inh | Coupling enz
COCC1CCN(Cc2cn(C)nc2-c2cccc(Cl)c2)C1 (stereo not given) | -3% | 20 | -4% | -2% | 0% | 9% | 0% | -4% | 0 | 7% | -1
O=C(Cn1c(SCC(=O)N2CCc3ccccc3C2)nc2ccccc21)NC1CCCC1 | -8% | -11 | 5% | 5% | -1% | 4% | 3% | 3% | 1 | 5% | -1
Cc1ccc(C(=O)Nc2nc3ccc(S(C)(=O)=O)cc3s2)s1 | ? | -16 | 1.4µM* | 2.4µM* | 16µM* | 3.2µM* | -10% | 1.8µM* | -1 | 3% | 0
O=C1NC(=O)C(c2ccc(Cl)cc2)N1 (stereo not given) | 7% | 0 | -4% | 0% | -6% | 1% | 5% | 1% | 6 | -1% | 2
O=C(CN1CCN(Cc2ccccc2)CC1)N/N=C/c1c[nH]c2ccccc12 | -5% | -11 | -2% | -1% | -4% | 1% | 1% | -1% | 2 | 3% | 3
COc1cccc(/C=C/C(=O)OC(C)C(=O)Nc2c(C)n(C)n(-c3ccccc3)c2=O)c1 (stereo not given) | 10% | 4 | 0% | -1% | 1% | 2% | 6% | -5% | 4 | -3% | 4
CCCOc1ccc(N2C(=O)CC(N3CCN(c4ccccc4F)CC3)C2=O)cc1 (stereo not given) | -1% | 0 | -3% | 7% | -1% | 20% | 9% | 0% | 5 | 4% | -1
O=C(Nc1ccc(OCC(=O)N2CCOCC2)cc1)c1ccccc1F | ? | ? | 27% | 4.8µM* | 20% | ? | -5% | 22% | 0 | 9% | 3
O=C(NCc1ccco1)c1ccc(S(=O)(=O)N2CCCCC2)cc1 | 2% | ? | 0% | -2% | -5% | 5% | -9% | 0% | 19 | 0% | -1
CCOC(=O)c1c(N)sc(C(=O)N2CCOCC2)c1C | 0% | -3 | 2% | 1% | 5% | -45% | nt | -2% | -12 | -2% | 3
O=C(NCC1COc2ccccc2O1)c1ccc(Cl)c(S(=O)(=O)N2CCOCC2)c1 (stereo not given) | nt | -10 | -2% | nt | -7% | nt | ? | -1% | -15 | -8% | nt
Cc1ccc(SCC(=O)Nc2ccc3c(c2)C(=O)N(C)C3=O)cc1 | -8% | -12 | 2% | -14% | -2% | -29% | 7% | 4% | -15 | -2% | -3
N#Cc1cc(S(=O)(=O)c2ccccc2)c(N)[nH]c1=O | 19% | 0 | 6% | -2% | -2% | ? | 0% | 19% | 1 | -22% | -8
CCOc1ccc(OCC(=O)Nc2cc3c(cc2C(=O)O)OCCCO3)cc1 | 5% | -7 | -3% | 0% | 0% | 6% | -3% | 2% | 14 | -4% | 13
CN=C(c1ccc(C)cc1)n1c(=S)nc(-c2ccc(C)cc2)n(C)c1=S | -2% | 9 | 20% | -11% | 11% | ? | -7% | 3% | 2 | -28% | 1
O=C(NCc1ccc2c(c1)OCO2)c1cccc(N2CCCC2=O)c1 | -6% | -17 | 3% | 4% | -7% | -12% | 1% | 5% | 46 | 6% | 0
CCc1sc(NC(C)=O)nc1-c1ccccc1 | -11% | 4 | -7% | 3% | 13% | -32% | 13% | -8% | -7 | 3% | 0
CC(C)N(Cc1cn(C)nc1-c1cccc(Cl)c1)CC1CCC(=O)N1 (stereo not given) | -9% | -3 | -7% | -1% | -3% | 7% | 3% | -3% | 10 | -4% | 2
COc1cc(C2C(C#N)=C(N)N(c3sc4c(c3C#N)CCCC4)C3=C2C(=O)CC(C)(C)C3)cc(OC)c1OC (stereo not given) | -14% | -7 | 0% | -2% | -4% | -8% | -1% | 1% | -5 | 2% | -8
Cn1c(-c2ccsc2)c(-c2cccs2)c2cc(-c3ccc4cc[nH]c4c3)ccc21 | nt | 0 | -2% | 2% | -8% | nt | 11% | -6% | 10 | -1% | nt

With a hit mark in NPC1 promoter act (from the list above):
SMILES	Rab9 prom act	RORg inh	uPA generation	NPC1 promoter act	Tb PFK inh
Cc1ccc(C(=O)Nc2nc3ccc(S(C)(=O)=O)cc3s2)s1	1.4µM*	3.2µM*	-10%	1.8µM*	3%

(continued)
SMILES | VP16 counter | Giardia killer | Rab9 prom act | FLuc modulator | ELG1 genotoxic | RORg inh | uPA generation | NPC1 promoter act | KCNH2 3.1 block | Tb PFK inh | Coupling enz
COc1ccc(OCC2CCNCC2)cc1 | nt | -18 | 27% | 0% | ? | nt | 9% | 26% | 11 | 0% | -1
COc1cc(/C=C/C(=O)N(C)CC(=O)Nc2ccccc2Br)cc2c1OCCO2 | nt | 0 | -2% | -10% | 0% | nt | 10% | -7% | 3 | -3% | nt
CCOc1ccc(S(=O)(=O)Nc2cccc(C(=O)NCCCN3CCCC3=O)c2)cc1 | nt | 7 | -4% | -1% | -2% | nt | -7% | 0% | 27 | -6% | nt
Cc1nc2c(C(=O)N3CCOCC3)cnn2c(C)c1Cc1ccc(Cl)cc1 | -2% | -4 | 3% | 4% | -5% | 7% | nt | -6% | 32 | -2% | 2
COc1ccc2c(c1OC)C(=O)OC2n1c(O)c(N=NC(C)=O)c2ccccc21 (stereo not given) | -6% | 9 | -9% | 2% | -1% | -27% | 1% | -2% | -18 | 4% | 2
C=CCN(c1ccccc1)S(=O)(=O)c1cc2c(cc1C)NC(=O)CO2 | ? | -2 | -3% | 6% | -2% | -27% | 23% | -5% | 15 | 7% | 5
Cc1ccc(C(=O)NNC(=O)c2ccoc2C)s1 | nt | -7 | -3% | 2% | -1% | nt | 2% | -5% | 13 | 2% | nt
O=C(NNC(=S)Nc1ccccc1)c1ccncc1 | -8% | 9 | 5% | -15% | -1% | ? | 14% | 0% | -3 | 16% | nt
O=C(Nc1ccc(C(=O)N2CCN(c3ccccc3)CC2)cc1)C1=CSCCO1 | 6% | -6 | -9% | -2% | -2% | 6% | 6% | 0% | 16 | 2% | 1
CCc1ccc(N=C2NC(=O)CS2)cc1 | 15% | -2 | -1% | -5% | -1% | 11% | 1% | 1% | 3 | -1% | 8
Cn1c(SCC(=O)N2CCOCC2)nc2cccnc21 | 0% | 4 | -17% | -1% | 1% | 6% | 2% | 0% | -12 | 1% | 5
COC(=O)CCCCCN1C(=O)/C(=C\c2ccncc2)SC1=S | ? | 9 | -5% | -1% | -7% | ? | ? | 3% | 3 | 3% | 0
CCn1c(=O)n(CC)c2cc(N3CCCC3)c(NC(=O)c3cc(Cl)ccc3OC)cc21 | -10% | -19 | -12% | 0% | -11% | ? | -6% | -2% | 16 | 0% | -1
COc1ccc(CCN/C=C2/CC(=O)NC2=O)cc1OC | 2% | -11 | -1% | -1% | 9% | -8% | -2% | 1% | -2 | 7% | -21
CSC1=NCCN1C(=O)COc1ccccc1 | -9% | 0 | 3% | 2% | 2% | -9% | -5% | 0% | 5 | 3% | 1
CC(=O)N1c2ccc(S(=O)(=O)NCCC(=O)NC3CCCCCC3)cc2CC1C (stereo not given) | 3% | -2 | -8% | 1% | -1% | 7% | 2% | -3% | 3 | -8% | nt

Laid out differently: results already given
Order of values – VP16 counter, Giardia killer, Rab9 prom act, FLuc modulator, ELG1 genotoxic, RORg inh, uPA generation, NPC1 promoter act, KCNH2 3.1 block, Tb PFK inh, Coupling enz
> CCOc1ccc(S(=O)(=O)Nc2cccc(C(=O)NCCCN3CCCC3=O)c2)cc1
  nt, 7, -4%, -1%, -2%, nt, -7%, 0%, 27, -6%, nt
> O=C(Nc1ccc(C(=O)N2CCN(c3ccccc3)CC2)cc1)C1=CSCCO1
  6%, -6, -9%, -2%, -2%, 6%, 6%, 0%, 16, 2%, 1
> COC(=O)CCCCCN1C(=O)/C(=C\c2ccncc2)SC1=S
  ?, 9, -5%, -1%, -7%, ?, ?, 3%, 3, 3%, 0
> COc1ccc(CCN/C=C2/CC(=O)NC2=O)cc1OC
  2%, -11, -1%, -1%, 9%, -8%, -2%, 1%, -2, 7%, -21
